# CXCR6 block = inhibitors of human CXCR6 receptor; O00574; CHO-K1 PathHunter CXCR6 beta-arrestin, luminescence; inhibition, % at 20 µM; 360,000 compounds, 0.36% hits; AID 602244; in the data active means inhibition above about 34%, passing the limit was not always enough;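 further: antagonist mode with CXCL16 agonist at 10 nM final; 0% = 10 nM CXCL16 with DMSO and 100% = unstimulated wells without agonist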
# A3G deaminase = inhibitors of human APOBEC3G DNA deaminase; Q9HC16; recombinant A3G, ssDNA deamination FAM/TAMRA fluorescence; inhibition, % at 20 µM; 330,000 compounds, 0.28% hits;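 active means inhibition of at least 40% at 20 µM, with no more than 30% in the related APOBEC3A deaminase screen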;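 further: plate controls were DMSO wells with A3G for no effect and wells lacking A3G enzyme for full effect; some compounds called inactive have numbers as strong as hits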
# Target sequence (Q9HC16 whole entry, looked up): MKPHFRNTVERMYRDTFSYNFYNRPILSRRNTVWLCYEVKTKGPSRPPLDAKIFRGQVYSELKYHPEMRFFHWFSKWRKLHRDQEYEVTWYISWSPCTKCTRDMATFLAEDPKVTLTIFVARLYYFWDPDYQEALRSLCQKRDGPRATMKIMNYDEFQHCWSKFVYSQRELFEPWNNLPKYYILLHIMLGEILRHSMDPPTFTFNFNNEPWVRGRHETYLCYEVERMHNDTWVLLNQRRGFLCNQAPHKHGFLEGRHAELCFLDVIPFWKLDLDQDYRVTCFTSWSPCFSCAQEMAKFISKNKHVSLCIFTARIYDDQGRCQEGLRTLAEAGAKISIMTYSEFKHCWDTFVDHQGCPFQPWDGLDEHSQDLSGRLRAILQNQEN
# CCR6 antagonist = blocks CCL20-driven beta-arrestin recruitment at human CCR6; CHO-K1 CCR6 PathHunter beta-arrestin, luminescence, CCL20-stimulated; inhibition, % at 20 µM; 340,000 compounds, 0.49% hits;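 active means compounds whose inhibition of the agonist-driven luminescence signal at 20 µM reaches about 50%, limit read from the data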;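 further: cells stimulated with CCL20 at 14 nM final; plate controls were DMSO with CCL20 for no effect and DMSO without agonist for full effect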
# EBI2 block = EBI2 (human) antagonism; P32249; EBI2 beta-arrestin recruitment, luminescence, 7a,25-OHC stimulated; inhibition, % at 5 µM; 360,000 compounds, 0.81% hits; in the data active means inhibition above about 38%;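 further: enzyme fragment complementation signal reports receptor beta-arrestin coupling in cells; 0% = agonist plus DMSO wells and 100% = wells without agonist; some results beyond the cut were filed as inactive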
# Target sequence (P32249 whole entry, looked up, the tested form may be a part): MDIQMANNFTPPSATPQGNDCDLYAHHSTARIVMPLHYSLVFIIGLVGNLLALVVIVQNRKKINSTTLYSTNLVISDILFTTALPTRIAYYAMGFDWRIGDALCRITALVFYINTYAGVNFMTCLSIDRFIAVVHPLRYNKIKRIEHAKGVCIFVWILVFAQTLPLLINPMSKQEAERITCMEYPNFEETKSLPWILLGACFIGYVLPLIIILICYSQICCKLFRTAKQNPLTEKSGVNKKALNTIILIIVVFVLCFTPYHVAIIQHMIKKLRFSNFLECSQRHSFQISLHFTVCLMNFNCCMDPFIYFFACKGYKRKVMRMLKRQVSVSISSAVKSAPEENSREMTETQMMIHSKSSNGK
# Gli-Sufu block = Gli-Sufu pathway antagonism; Sufu-KO-LIGHT fibroblasts, Gli luciferase reporter luminescence; inhibition, % at 5 µM; 340,000 compounds, 0.74% hits;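 active means inhibition above about 55%, limit read from the data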;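 further: 0% = DMSO-treated cells and 100% = wells with medium but no cells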
# GRIN3A LBD mod = modulates the human NR3A ligand-binding domain | 340,000 compounds, 2.5% hits | NR3A LBD differential scanning fluorimetry, Tm shift; 0% = protein alone, 100% = glycine-bound protein | AID 1259313 | Tm shift relative to glycine control, % at 25 µM;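 active means melting temperature shift of at least 10% of the positive control shift, at one fixed dose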
# MPTP block = inhibitors of mitochondrial permeability transition pore; isolated mouse mitochondria, Ca2+ swelling absorbance, 30 min; inhibition, % at 10 µM; 360,000 compounds, 1.4% hits;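 active means inhibition of 50% or more, scaled per plate between neutral and stimulator controls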;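 further: 0% = DMSO wells given calcium and 100% = 1 mM EGTA wells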
# A3A deaminase = inhibitors of human APOBEC3A DNA deaminase; 330,000 compounds, 0.41% hits; inhibition, % at 20 µM; recombinant A3A, FAM/TAMRA ssDNA deamination fluorescence;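 active means at least 40% inhibition at 20 µM here, with at most 30% in a related deaminase screen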;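 further: plate controls were A3A with DMSO for no effect and wells lacking A3A enzyme for full effect; some results filed as inactive read as strong as hits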
# Target sequence (P31941 whole entry, looked up): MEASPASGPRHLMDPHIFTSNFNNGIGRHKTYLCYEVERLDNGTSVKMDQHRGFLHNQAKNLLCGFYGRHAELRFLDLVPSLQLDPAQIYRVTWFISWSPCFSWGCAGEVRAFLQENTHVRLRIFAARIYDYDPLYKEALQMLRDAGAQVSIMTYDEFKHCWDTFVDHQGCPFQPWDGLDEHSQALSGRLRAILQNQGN
# * hit, by the source's call; / = not tested or not shown.
item	smiles	CCR6 antagonist	CXCR6 block	A3G deaminase	A3A deaminase
1	CCN(CC(=O)NC(=O)Nc1ccccc1F)Cc1ccccc1	5	-5	-9	-3
2	CCN1CC2=C(OC(N)=C(C#N)C2c2cccs2)/C(=C\c2cccs2)C1 (centres undefined)	39	5	-1	-1
3	O=C(/C=C/c1ccc(O)c(O)c1)c1ccc(S(=O)(=O)N2CCCCCC2)cc1	63*	29	-1	3
4	CN1CCc2nc3ccccc3c(C(=O)OCC(=O)N(CCC#N)c3ccccc3)c2C1	0	0	-2	3
5	NC(=O)c1nc(-c2ccccc2)c(-c2ccccc2)[nH]c1=O	11	6	-2	-2
6	COc1ccc(OCCN2CCN(C3CC(=O)N(CCC(C)C)C3=O)CC2)cc1 (centres undefined)	-4	-3	-7	-4
7	COc1cc(CC(=O)OCC(=O)Nc2ccc([N+](=O)[O-])cc2)cc(OC)c1OC	8	-1	-1	1
8	COCC(=O)Nc1ccc(S(=O)(=O)Nc2cc(C)nc(C)n2)cc1	7	2	-8	-3
9	COc1ccc(CN2CCNC(=O)C2CC(=O)N(C)Cc2nccs2)c(OC)c1 (centres undefined)	10	3	-5	-4
10	NC(=O)C(C1=CCCCC1)c1ccccc1 (centres undefined)	-5	-4	/	/
11	COc1cc(/C=C/c2c([N+](=O)[O-])c(=O)n(C)c(=O)n2C)cc(OC)c1OC	-2	-6	3	4
12	Cc1cc(=O)n2nc(N3CCC(C(=O)NCCc4ccc(Cl)cc4)CC3)sc2n1	0	8	-4	-3

item	Gli-Sufu block	GRIN3A LBD mod	MPTP block	EBI2 block
1	8	3	-1.3	-1
2	77*	-6	3.3	3
3	28	23*	24	10
4	16	-1	-0.7	-4
5	4	2	1.0	4
6	4	-6	0.9	8
7	5	0	9.5	-5
8	0	-2	-1.4	0
9	-13	-3	-1.8	-7
10	10	2	-0.7	-4
11	6	0	0.3	-1
12	7	1	-0.8	-3

# (listing goes on)
item	smiles	CCR6 antagonist	CXCR6 block	A3G deaminase	A3A deaminase
13	CCOc1ccc(S(=O)(=O)Nc2cccc(C(=O)NCCCN3CCOCC3)c2)cc1	13	-10	-7	-4
14	O=C(NC1CCCCCC1)c1cc(=O)[nH]c2ccc(S(=O)(=O)N3CCOCC3)cc12	-10	2	5	35
15	Cc1ccc(OCC(=O)Nc2ccc(O)c(-c3nc4ccccc4o3)c2)cc1	8	-3	-9	-4
16	Cc1c2cnn(CC(=O)NCCCN3CCCCC3C)c(=O)c2c(C)n1Cc1ccccc1 (centres undefined)	7	-7	-8	-5
17	Cc1cc(C)c2c(SC(C)C)nc(N)nc2n1	-13	-12	-3	-1
18	COc1ccccc1NC(=O)CSc1ccc(-c2ccc(-n3cccn3)cc2)nn1	5	-6	15	0
19	COc1ccc(N(C(C)C(=O)N/N=C(\C)C(C)(C)C)S(C)(=O)=O)cc1 (centres undefined)	-11	-9	9	3
20	COc1ccc(CCNCC(=O)Nc2c(C)cc(C)cc2C)cc1OC	5	0	2	-2
21	CCN1CCN(C(=O)NC2CCCCC2)CC1	4	2	-10	-4
22	Cn1ncc(Cl)c1C(=O)N1CCCc2ccccc21	21	10	2	-4
23	CCC(=O)N1CCc2cc(S(=O)(=O)CCC(=O)Nc3ccc(C)c(F)c3)ccc21	7	-9	1	0
24	O=C(NCc1ccco1)C(Cc1ccccc1)NS(=O)(=O)c1cccc2nsnc12 (centres undefined)	9	-1	-8	2

item	Gli-Sufu block	GRIN3A LBD mod	MPTP block	EBI2 block
13	6	1	-0.3	-9
14	0	2	-1.0	7
15	-16	-3	0.0	-6
16	1	-4	0.1	0
17	27	0	0.1	1
18	-5	-9	0.9	7
19	4	2	1.6	-10
20	-12	-2	-0.1	3
21	-2	1	0.7	1
22	8	9	0.8	-7
23	-2	3	-1.0	2
24	4	1	-0.3	4

# (further entries)
item	smiles	CCR6 antagonist	CXCR6 block	A3G deaminase	A3A deaminase
25	CC(=O)Nc1ccc(C(=S)NCCCO)cc1	11	-2	6	0
26	Cc1cccc(C)c1NC(=O)C1CSC2(C)CCC(=O)N12 (centres undefined)	-4	5	-3	-2
27	Cc1n[nH]c(=O)n1-c1ccc(OC(F)(F)F)cc1	17	6	0	0
28	NC(=Nc1ccc(Br)cc1)c1ccccc1	1	-16	-25	-3
29	COc1ccc(CCC(=O)OCC(=O)Nc2sccc2C(N)=O)cc1	1	-1	-7	2
30	Cc1ccccc1NS(=O)(=O)c1ccc(OCC(=O)NCc2ccccn2)cc1	4	7	-5	-1
31	CCC(C)c1ccc(S(=O)(=O)N2CCN(CC(O)CN3CCOCC3)CC2)cc1 (centres undefined)	-6	6	-6	-5
32	O=C(NCC1CCCO1)c1cc2ccccc2nc1Cl (centres undefined)	4	6	-2	1
33	Fc1ccc(-c2nnc(SCc3cccnc3)o2)cc1	4	4	-9	-6
34	Cc1ccc(-n2nnc3c(=O)n(CC(=O)N4CCC(C)CC4)cnc32)cc1	3	1	-6	1
35	Cc1c(Nc2nc3ccccc3nc2NS(=O)(=O)c2ccccc2)c(=O)n(-c2ccccc2)n1C	5	4	-3	-4
36	O=C(COc1ccc(F)cc1F)Nc1cccnc1	8	-6	-6	-2

item	Gli-Sufu block	GRIN3A LBD mod	MPTP block	EBI2 block
25	-12	0	-1.5	-2
26	-7	-2	0.1	-1
27	-8	-1	-1.1	-4
28	/	-1	0.3	-8
29	2	2	0.4	-6
30	-9	1	-0.6	-2
31	-1	1	2.4	7
32	-12	1	-0.6	-7
33	-34	0	-1.7	1
34	-3	0	-0.8	-3
35	7	1	-0.7	-1
36	3	-2	-1.6	6

# Record cards, as listed above:
# Listed for COc1ccc(OCCN2CCN(C3CC(=O)N(CCC(C)C)C3=O)CC2)cc1 (centres undefined) : CCR6 antagonist = -4; CXCR6 block = -3; A3G deaminase = -7; A3A deaminase = -4; Gli-Sufu block = 4; GRIN3A LBD mod = -6; MPTP block = 0.9; EBI2 block = 8
# Listed for Cc1cc(C)c2c(SC(C)C)nc(N)nc2n1 : CCR6 antagonist = -13; CXCR6 block = -12; A3G deaminase = -3; A3A deaminase = -1; Gli-Sufu block = 27; GRIN3A LBD mod = 0; MPTP block = 0.1; EBI2 block = 1

# An excerpt of these results, bar-delimited:
nr | mol | CCR6 antagonist | CXCR6 block | A3G deaminase | A3A deaminase | Gli-Sufu block | GRIN3A LBD mod | MPTP block | EBI2 block
33 | Fc1ccc(-c2nnc(SCc3cccnc3)o2)cc1 | 4 | 4 | -9 | -6 | -34 | 0 | -1.7 | 1
34 | Cc1ccc(-n2nnc3c(=O)n(CC(=O)N4CCC(C)CC4)cnc32)cc1 | 3 | 1 | -6 | 1 | -3 | 0 | -0.8 | -3
35 | Cc1c(Nc2nc3ccccc3nc2NS(=O)(=O)c2ccccc2)c(=O)n(-c2ccccc2)n1C | 5 | 4 | -3 | -4 | 7 | 1 | -0.7 | -1
36 | O=C(COc1ccc(F)cc1F)Nc1cccnc1 | 8 | -6 | -6 | -2 | 3 | -2 | -1.6 | 6

# New compounds follow:
item	smiles	CCR6 antagonist	CXCR6 block	A3G deaminase	A3A deaminase
37	COc1ccccc1CCNC(=O)C(=O)NCCC1CCCCN1S(=O)(=O)c1ccccc1 (centres undefined)	14	10	5	2
38	COc1ccc(/C=N/OCC(=O)N2CCCC2)c(OC)c1	1	-10	-1	-6
39	CC(C)C[C@H]1COCCS(=O)(=O)N1Cc1ccc(Cl)c(Cl)c1	-5	6	-10	1
40	O=C(C1CCCN1S(=O)(=O)c1cccc2nsnc12)N1CCCCCC1 (centres undefined)	4	-4	-5	0
41	Cc1cccc(C)c1NC(=O)CSc1nnc(-c2cnccn2)n1C	-4	-6	-4	-2
42	CC#CC(=O)N1CCCC(Cc2cccc(OC)c2)(C(=O)OCC)C1 (centres undefined)	-4	5	4	-7
43	COc1ccc(NS(=O)(=O)c2cc(C(=O)N3CCCCCC3)ccc2C)cc1	8	0	-4	-1
44	CC(=O)n1c2c(c3ccccc31)OC(N)=C(C#N)C2c1ccc(C(C)C)cc1 (centres undefined)	20	0	-9	-6
45	COc1ccc(Br)cc1C1N2CC3(C)CN1CC(C)(C2)C3=O (centres undefined)	0	-2	-3	1
46	CCN(CC)S(=O)(=O)c1ccc(N/N=C/c2ccccc2OCC(=O)O)c([N+](=O)[O-])c1	26	17	-4	0
47	Fc1ccccc1N1CCN(CCCc2ccccc2)CC1	9	-5	-3	-4
48	O=C(OCCCN1CCCC1)C1(c2ccccc2)CCCC1	8	1	-6	-1

item	Gli-Sufu block	GRIN3A LBD mod	MPTP block	EBI2 block
37	32	/	-2.0	9
38	-8	-3	0.9	-2
39	-2	-24	1.2	5
40	-3	0	2.4	-6
41	2	0	-2.9	6
42	1	-2	-0.5	13
43	/	1	-1.6	14
44	10	2	4.7	6
45	6	-3	0.5	-13
46	-17	-6	0.2	-2
47	10	0	0.6	-1
48	7	2	2.4	-9

# The listing continues.
item	smiles	CCR6 antagonist	CXCR6 block	A3G deaminase	A3A deaminase
49	COc1ccc(N2CCN(C(CNC(=O)C(=O)NCCCO)c3ccco3)CC2)cc1 (centres undefined)	8	-11	-8	-7
50	O=C(CN1CCOCC1)Nc1c2c(nc3c1CCC3)CCC2	-23	4	4	4
51	CCCS(=O)(=O)N1CCCC(C(=O)NCCCN(CC)c2cccc(C)c2)C1 (centres undefined)	6	-15	0	3
52	COc1cccc2cc(C(=O)C3=C(O)C(=O)N(CCN4CCOCC4)C3c3cccs3)oc12 (centres undefined)	13	4	-4	-2
53	N#CCCC1CCCC=C1N(Cc1ccccc1)C(=O)C(Cl)Cl (centres undefined)	13	3	-8	-2
54	Cc1cccn2c(=O)c3cc(C#N)c(=N)n(CCN4CCOCC4)c3nc12	2	5	/	/
55	Cc1cccc(-n2ccnc2CN2CCN(C(C)C)C(CCO)C2)c1 (centres undefined)	16	5	-6	0
56	O=C(Cc1ccccc1)Nc1ccc2oc(-c3cccnc3)nc2c1	22	4	-3	-2
57	O=C(CN1CCc2ccccc2C1)N1CCN(S(=O)(=O)c2ccccc2)CC1	4	-7	-6	2
58	O=C(NC(=S)Nc1ccccc1)c1ccc(-c2ccccc2)cc1	-13	-7	-11	-2
59	COc1cccc(N/C=C(\C#N)c2ccc(OCCCF)cc2)c1	19	4	0	-4
60	O=C(C1=C(O)C(=O)N(Cc2ccccc2)C1c1ccncc1)c1ccco1 (centres undefined)	10	0	-4	-5

item	Gli-Sufu block	GRIN3A LBD mod	MPTP block	EBI2 block
49	-28	3	-1.3	-7
50	4	10*	-2.2	7
51	-54	1	0.1	-1
52	0	0	0.1	6
53	-17	-1	0.5	10
54	-5	-1	-1.2	-11
55	17	-1	2.6	0
56	-19	2	-1.9	-6
57	1	0	2.0	12
58	-36	-3	1.6	23
59	-13	-7	0.1	38
60	6	0	-0.2	-6

# (cont.)
item	smiles	CCR6 antagonist	CXCR6 block	A3G deaminase	A3A deaminase
61	COCC(=O)NCc1nc2ccccc2n1Cc1ccccc1F	-3	1	2	3
62	O=C1c2cccc(OCC(=O)N3CCCc4ccccc43)c2CCN1Cc1cccnc1	-1	-15	-8	-1
63	O=C(CCc1ccccc1)N/N=C\C1CC=CCC1 (centres undefined)	6	-2	-1	-3
64	Nc1nc(NCCOCCO)nc(N2CCCCCC2)c1[N+](=O)[O-]	5	4	-9	-2
65	CCOc1cc(NC(=O)c2ccccn2)c(OCC)cc1NC(=O)c1cccc(C)c1	-7	-18	-6	-1
66	C/C(=N\Nc1nccnc1Cl)c1c(F)c(F)c(F)c(F)c1F	4	2	-3	1
67	COc1cc(NC(=O)Cn2cnc(S(=O)(=O)N3CCOCC3)c2)cc(OC)c1OC	-5	-6	15	0

item	Gli-Sufu block	GRIN3A LBD mod	MPTP block	EBI2 block
61	-6	1	-0.3	1
62	24	0	82*	-9
63	-6	-3	0.1	4
64	-2	-1	0.6	-7
65	19	4	3.0	34
66	-2	0	-3.3	-5
67	0	-3	-2.8	-14

# High-throughput results: PubChem, Sanford-Burnham Center for Chemical Genomics
